EPAC2 antag: blocks human EPAC2 exchange factor; Q8WZA2; EPAC2 GEF exchange of Rap1B-BODIPY-GDP, fluorescence; Potency, µM (highest dose often 114 µM), inactives show top-dose activity, negative = inhibition, hits mostly inhibitors; 360,000 compounds, 0.18% hits; note: potency is the fitted concentration of half-maximal effect; % is set by controls: 0 for no effect and ±100 for the full control effect; nearly all actives have a fitted effect of over 45% in size; many of its hits are not listed in these tables
DRD3 agonist: D3 dopamine receptor (human) agonism; P35462; D3R DiscoveRx beta-arrestin cells, luminescence, 90 min; max activation, %; 410,000 compounds, 0.58% hits; AID 652048; in the data active = max activation above about 30%; note: 0% is about no effect; mostly tested at two doses, the higher about 12 µM
Target sequence (P35462 whole entry, looked up): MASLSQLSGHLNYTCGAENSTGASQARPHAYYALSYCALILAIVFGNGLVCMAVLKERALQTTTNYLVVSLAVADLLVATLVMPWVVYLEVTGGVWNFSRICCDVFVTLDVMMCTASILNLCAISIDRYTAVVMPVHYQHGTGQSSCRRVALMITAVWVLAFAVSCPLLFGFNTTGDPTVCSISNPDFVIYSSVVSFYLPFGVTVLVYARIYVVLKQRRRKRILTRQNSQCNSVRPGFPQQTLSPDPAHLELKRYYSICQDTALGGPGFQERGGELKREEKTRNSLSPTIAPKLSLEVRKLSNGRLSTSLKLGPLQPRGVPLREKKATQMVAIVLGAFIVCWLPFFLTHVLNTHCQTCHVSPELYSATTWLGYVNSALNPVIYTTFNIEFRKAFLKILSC
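Cells at 1500/well, incubated overnight, then treated with pinned compounds (dopamine as control) for 90 min at 37 degrees C. DiscoveRx reagent added for 30 - 60 minutes at room temperature; luminescence read.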
EPAC2 ag: activates human EPAC2 exchange factor | Potency, µM (doses to about 154 µM), without a hit: top-dose activation, hits mostly activators | Q8WZA2 | 360,000 compounds, 0.079% hits | EPAC2 activation, biochemical qHTS; response scale: 100% = 6.5 mM cAMP response; note: potency is the fitted concentration of half-maximal effect; nearly all actives have a fitted effect of over 50% in size
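In this primary screen, activation is scored as increased exchange of BODIPY-GDP from Rap1B by 100 nM EPAC2, with 50 uM GDP as competitor. Signal is normalized to the 6.5 mM cAMP agonist control.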
D3 antag: D3 dopamine receptor (human) antagonism; D3R cells, DiscoveRx beta-arrestin luminescence, antagonist mode; active compounds read low; max response, negative = inhibition, %; 360,000 compounds, 2.5% hits; in the data active = max response below about -50%; inconclusive = no clear call, values can overlap the other calls; note: % is set by controls: 0 for no effect and ±100 for the full control effect; mostly tested at two doses, the higher about 12 µM
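Cells expressing the human receptor were seeded at 1500 cells/well, incubated overnight at 37 degrees C in 5% CO2, then exposed to library compounds with dopamine controls for 90 minutes at 37 degrees C before luminescent detection.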
pAkt inh: blocks phosphorylation of Akt. Neuro2A IGF-stimulated pAkt S473 HTRF, 20 min; active compounds read low. activity change, % for hits at 50 µM. 360,000 compounds, 0.32% hits; in the data active = activity change below about -80%; inconclusive = mostly about -51% to -80%; note: % is set by controls: 0 for no effect and ±100 for the full control effect
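Neuro2A cells (4,500/well, DMEM with 0.5% FBS) were treated with compound at a single 50 µM final concentration, stimulated with 6 nM IGF for 20 min at 37 °C, and lysed. Phospho-Akt Ser473 was read by HTRF as 665/615 ratio ×10^4.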
Mm-Cpn inhibitor: inhibitors of Methanococcus maripaludis chaperonin (MmCpn); purified Mm-Cpn ATPase, ADP Transcreener TR-FRET; AID 504842; 330,000 compounds, 0.031% hits; Potency, µM (doses to about 76.9 µM), without a hit: at the top dose activity, negative = inhibition, most hits filed as inhibitors; note: potency is the fitted concentration of half-maximal effect; % is set by controls: 0 for no effect and ±100 for the full control effect; nearly all actives have a fitted effect of over 80% in size
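25 nM Mm-CPN + cpd, 10 min 37°C; + 10 uM ATP, 30 min 37°C; buffer 30 mM Tris pH 7.4, 100 mM KCl, 5 mM MgCl2, 1 mM DTT; Transcreener ADP HTRF detection 30 min RT.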
CCT modulator: modulators of cytosolic chaperonin (CCT/TRiC) activity; activity change, % (test concentration not listed), hits read low; 360,000 compounds, 0.3% hits; AID 651819; purified chaperonin ATPase assay, HTRF ADP detection, 30 min; in the data active = activity change below about -30%; note: % is set by controls: 0 for no effect and ±100 for the full control effect
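Enzyme 40 or 20 nM (batch-dependent) in Tris pH 7.4/KCl/MgCl2/DTT; cpd 76 uM single point; ATP 10 uM; 30 min 37 °C; Transcreener ADP HTRF detection, 30 min RT; ratio 665/615.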
PTHR1 ag: PTHR1 (human) receptor agonism. Potency, µM (doses to about 115 µM), without a hit: at the top dose activation, actives largely listed as activators. HEK293 GP2 PTHR1 cells, GloSensor cAMP luminescence, 1 h. 410,000 compounds, 0.075% hits; note: potency is the fitted concentration of half-maximal effect; nearly all actives have a fitted effect of over 55% in size; some results filed as inactive show a strong effect at the top dose; inactives centre near -15; many of its hits are not listed in these tables
Target sequence (Q03431 whole entry, looked up): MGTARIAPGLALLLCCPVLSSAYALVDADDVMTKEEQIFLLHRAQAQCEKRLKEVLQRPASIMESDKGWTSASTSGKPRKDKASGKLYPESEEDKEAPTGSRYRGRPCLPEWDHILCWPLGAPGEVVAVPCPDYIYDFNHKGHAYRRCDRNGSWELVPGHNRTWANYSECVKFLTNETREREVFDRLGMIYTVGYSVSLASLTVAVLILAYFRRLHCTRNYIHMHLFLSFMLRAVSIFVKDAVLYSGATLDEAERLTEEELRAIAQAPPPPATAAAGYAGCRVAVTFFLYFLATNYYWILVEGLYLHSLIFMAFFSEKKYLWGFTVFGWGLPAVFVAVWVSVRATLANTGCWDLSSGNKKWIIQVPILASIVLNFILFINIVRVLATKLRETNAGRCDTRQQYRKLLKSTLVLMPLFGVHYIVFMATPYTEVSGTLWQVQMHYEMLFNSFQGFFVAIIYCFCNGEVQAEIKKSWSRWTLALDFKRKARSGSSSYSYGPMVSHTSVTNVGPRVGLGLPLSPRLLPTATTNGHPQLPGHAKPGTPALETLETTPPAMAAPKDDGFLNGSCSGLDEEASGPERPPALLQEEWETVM
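HEK-293-derived GP2 cells expressing PTHR1 and a GloSensor cAMP reporter, 3,000/well, plated overnight, given luciferin plus IBMX (each 0.5 mM as added) for 1 h at 37 °C, then compound for 1 h at 37 °C. Luminescence was read after 15 min at room temperature.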
An asterisk follows results filed as active; i = inactive; ? = inconclusive; · = not tested or not shown; & = joins results of further samples; [ ] = dose if it differs, or a comment. Unless noted, calls come from the whole dose curve; as a rule, active = well fitted curve in the direction sought with a large enough effect; inconclusive = small, poorly fitted or top-dose-only effect, or another doubt; inactive = no such curve, though single readings can be large; an effect the other way counts as inactive or inconclusive. This is a subset, so the mix of outcomes need not match the whole.

Start of the listing, in advance:
SMILES | EPAC2 antag | DRD3 agonist | EPAC2 ag | D3 antag | pAkt inh | Mm-Cpn inhibitor | CCT modulator | PTHR1 ag
COc1cc(C=O)cc(Cl)c1OC(=O)N1CCOCC1 | 11% | -3 | 0% | 20 | i | 1% | 1.5 | i
COC(=O)c1ccc(C2/C(=C(\O)c3ccc(OC)c(C)c3)C(=O)C(=O)N2c2cc(C)on2)cc1 (centres undefined) | -13% | -5 | -27% | -27 | i | -2% | -1.3 | -15%
CCOC(=O)N1CCN(Cc2nc3cc(NC(=O)c4ccco4)ccc3n2C)CC1 | 6% | 1 | 12% | -3 | · | -1% | -58* | -20%

The list itself, from the first entry:
SMILES | EPAC2 antag | DRD3 agonist | EPAC2 ag | D3 antag | pAkt inh | Mm-Cpn inhibitor | CCT modulator | PTHR1 ag
COc1cc(C=O)cc(Cl)c1OC(=O)N1CCOCC1 | 11% | -3 | 0% | 20 | i | 1% | 1.5 | i
COC(=O)c1ccc(C2/C(=C(\O)c3ccc(OC)c(C)c3)C(=O)C(=O)N2c2cc(C)on2)cc1 (centres undefined) | -13% | -5 | -27% | -27 | i | -2% | -1.3 | -15%
CCOC(=O)N1CCN(Cc2nc3cc(NC(=O)c4ccco4)ccc3n2C)CC1 | 6% | 1 | 12% | -3 | · | -1% | -58* | -20%
Cc1cccc(C)c1Nc1n[nH]c(=S)s1 | -9% | 8 | 2% | -25 | i | · | -0.6 | i
CS(=O)(=O)N(CC(=O)NC1CCCCC1)c1cccc(Cl)c1 | 12% | 8 | -5% | -10 | i | 1% | 1.5 | -1%[57.5 µM]
CC1CCN(C(=O)COC(=O)CCc2c[nH]c3ccccc23)CC1 | -22% | 2 | 4% | 11 | i | 0% | -3.1 | -6%
Cc1ccc(C(=O)Nc2nnc(-c3ccncc3)o2)cc1 | -1% | -3 | -9% | 5 | i | 0% | -2.0 | -9%
COc1ccc(C(C)=O)cc1Cn1nc(C)c([N+](=O)[O-])c1C | -14% | 2 | 9% | ? | i | -1% | -1.5 | -39%
COc1ccc(N(C)C(=O)c2cn(CC(C)C)c(=O)c3cc(OC)c(OC)cc23)c(OC)c1 | 6% | 1 | 8% | 0 | i | 0% | 0.9 | -7%
CCn1nccc1C(=O)Nc1cc(Cl)ccc1Cl | 1% | 4 | -3% | 27 | i | -1% | 1.3 | i
CN(C)c1ccc(CNC(=O)CCc2ccc(S(=O)(=O)N3CCCCCC3)cc2)cc1 | -6% | 1 | 10% | 1 | i | 2% | 0.9 | i
CN(C)CCN(C(=O)c1ccc2c(c1)OCCO2)c1nc2c(Cl)cccc2s1 | 4% | -6 | 18% | -26 | i | 1% | 2.2 | i
CCCCN(C(=O)CCC(=O)Nc1cc(C)on1)C(C(=O)NC1CCCC1)c1cccc(OC)c1 (centres undefined) | -14% | -2 | 1% | -19 | i | 0% | -1.1 | 17%
CCCC1=C(C(=O)OCC)C(c2cc(Cl)cc(OC)c2OCC(=O)OCC)NC(=O)N1 (centres undefined) | -3% | 4 | -4% | 5 | i | 0% | -1.5 | -5%
CCOC(=O)C1=CN(Cc2cccc(I)c2)S(=O)(=O)N(C)C1C (centres undefined) | -14% | -49 | 17% | -67* | i | -1% | 0.8 | i
COCCNC(=O)c1cc(-c2cccc(OC)c2)on1 | -4% | -11 | 7% | 0 | i | 1% | -2.5 | -55%[inhibitor]
Cn1cc(CNCCN2CCCCC2=O)c(-c2cccc(Cl)c2)n1 | 11% | -2 | 6% | -12 | i | -2% | 0.9 | i
CCN(CC)S(=O)(=O)c1cccc(C(=O)N/N=C(\C)c2ccc(O)cc2O)c1 | 0% | 0 | 6% | 5 | i | -2% | -1.3 | -1%
CCCc1nc2oc(C(=O)OCC)c(N)c2c2c1COC(C)(C)C2 | -8% | 0 | -14% | 19 | i | -3% | -0.4 | i
CCC1=Nc2ccccc2-c2nnc(SC)nc2O1 | -1% | 4 | 1% | 16 | i | -1% | -1.2 | i
Cn1c(=O)c2sccc2n2c(CCCC(=O)NCc3cccnc3)nnc12 | -6% | -5 | 9% | -7 | i | 4% | -1.4 | -15%
O=C(O)c1ccccc1/C=N/NC(=S)NC1CCCCC1 | 3% | 6 | 1% | -2 | i | 1% | -0.7 | i
CCOC(=O)CSc1nnc([C@@H](NC(=O)OC(C)(C)C)C(C)C)o1 | 16% | 6 | 4% | -19 | i | 1% | 2.6 | i
Cc1cc(C)cc(OCCCCCNCCO)c1 | -2% | -21 | 10% | -29 | i | 0% | -3.2 | i
COc1cc(S(=O)(=O)n2cnc3ccccc32)ccc1Br | -8% | 6 | 6% | 1 | i | 2% | 0.4 | i
(cont.)
SMILES | EPAC2 antag | DRD3 agonist | EPAC2 ag | D3 antag | pAkt inh | Mm-Cpn inhibitor | CCT modulator | PTHR1 ag
O=C(Nc1ccccc1-c1nnc(SCc2ccccc2Cl)o1)c1ccccc1 | 11% | -18 | 0% | 24 | i | 0% | -1.0 | 3%[57.5 µM]
CC1(C)CC(=O)c2sc(NC(=O)CN3CCOCC3)nc2C1 | 6% | -3 | -1% | 2 | i | 0% | -1.0 | -5%[57.5 µM]
Cc1ccc(N(CC(=O)N2CCN(c3ccc(F)cc3)CC2)S(=O)(=O)c2c(C)noc2C)cc1 | -7% | -6&3 | 8% | 5 | i | -3% | 0.0 | -10%
c1ccc(-c2nnc3sc(Cc4cccs4)nn23)cc1 | -5% | 1 | 5% | 9 | i | -2% | 0.5 | -7%[57.5 µM]
O=C(CCCSc1nc2ccccc2[nH]1)N1CCN(c2ccccc2)CC1 | -3% | -1 | 21% | 32 | i | -1% | -2.6 | -34%[inhibitor]
CCCOc1ccccc1OCC(=O)N1CCN(S(=O)(=O)c2ccc(Cl)cc2)CC1 | -15% | 4 | 16% | -1 | i | -5% | -3.6 | -22%
N#CCCn1c(Cl)nc2ccccc21 | 8% | 7 | -1% | -26 | i | -3% | 1.4 | -13%
CCOc1ccccc1C(=O)NCC(=O)NCC(C)(C)N1CCOCC1 | 5% | 7 | 9% | 3 | i | 2% | -1.9 | -18%
Cc1ccc(CCNS(=O)(=O)c2ccc(C)cc2)cc1 | -23% | 1 | 5% | ? | · | 1% | 1.6 | -92%
CC(C)CCc1noc(CN(C)CCC2CCOCC2)n1 | 3% | 10 | -11% | 4 | i | 2% | 1.0 | i
CCOC(=O)C1(CCOc2ccccc2)CCN(Cc2cccc3nonc23)CC1 | -10% | -4 | 16% | -89* | i | 0% | -0.3 | -79%[inhibitor]
Cc1cc(=O)n2cc(-c3ccccc3)nc2[nH]1 | 15% | 1 | 6% | -22 | · | -3% | 0.5 | 4%
CCCCNC(=O)C[C@@H]1C[C@@]2(C(=O)OC)CCCCC=C2N(Cc2ccco2)C1=O | 0% | -2 | -2% | 0 | i | · | 2.5 | -6%
OC(c1cccc(Cl)c1)c1nc(-c2cc3ccccc3o2)cs1 (centres undefined) | 12% | 0 | 7% | 24 | i | · | -3.6 | -89%[inhibitor]
O=C1NCCOC(=O)[C@H](Cc2ccc(F)cc2)C/C=C\C[C@@H]1CC(=O)N(CCO)Cc1ccccc1 | 10% | 13 | 0% | 24 | i | 1% | 1.5 | i
C=CCn1c(SCC(N)=O)nc2nc3c(cc2c1=O)COC(C)(C)C3 | 9% | 3 | 3% | 7 | i | -2% | -1.1 | i
Nc1cc(=O)[nH]c(SCC(=O)Nc2cc(S(=O)(=O)N3CCCCCC3)ccc2Cl)n1 | 0% | 4 | 9% | 8 | i | 0% | 1.2 | -32%
COc1cc(C(=O)C(=O)N2CCC(Cc3ccccc3)CC2)cc2ccccc12 | -11% | -3 | 11% | 0 | i | · | · | i
O=C(CSc1nncs1)NCCNC(=O)CSc1nncs1 | -3% | 13 | 7% | -7 | i | 3% | 1.7 | i
CCCCc1nnc(NC(=O)CSc2nc(=O)cc(N)n2-c2ccccc2)s1 | 9% | 9 | 3% | 12 | i | -1% | 2.2 | i
O=C(O)CNC(=S)N(Cc1ccccc1)Cc1ccccc1F | -2% | 13 | 6% | 0 | i | 3% | -1.0 | i
COc1ccc(C2=NC(=O)/C(=C\c3cc(OC)c(OC)c(OC)c3)O2)cc1 | -29% | 0 | -107%[inhibitor] | -4 | i | 0% | -5.5 | 12%
COc1ccccc1C1(CCNS(=O)(=O)c2ccc(C)cc2)CCOC(C(C)C)C1 (centres undefined) | -21% | 2 | 4% | -8 | i | -1% | -4.1 | -65%[inhibitor]
CC(C)C(=O)N1CCC2(CC1)Oc1ccc(F)cc1C(=O)C21CC(c2ccc(Cl)cc2)=NO1 (centres undefined) | 1% | -11 | 6% | -11 | i | 0% | 0.3 | i
Cn1c(-c2ccccc2Br)n[nH]c1=S | 7% | 2 | 4% | ? | i | · | -2.1 | 0%[57.5 µM]
(listing goes on)
SMILES | EPAC2 antag | DRD3 agonist | EPAC2 ag | D3 antag | pAkt inh | Mm-Cpn inhibitor | CCT modulator | PTHR1 ag
O=C(c1cc(-c2ccc(Cl)cc2)on1)N1CCN(c2ccccc2)CC1 | -14% | 8 | 1% | 2 | i | 0% | -1.1 | i
CCOC(=O)c1ccc[n+]([O-])c1 | 7% | 6 | 1% | 0 | i | · | 0.0 | i
CS(=O)(=O)Nc1ccc(-c2cccc3nccn23)cc1 | -2% | 1 | 4% | 5 | i | · | 0.3 | -17%
CCOC(=O)n1c(=O)n(Cc2ccc(OC)cc2)c2ccccc21 | -20% | 4 | 4% | 17 | i | 3% | -1.3 | i
Cc1ccc(N2CC(C(=O)Nc3ccc4c(c3)OCCO4)CC2=O)cc1 (centres undefined) | 5% | 4 | 3% | 6 | i | 3% | 3.6 | -15%[57.5 µM]
COC(=O)c1c(C)oc(C)c1S(=O)(=O)N(Cc1ccccc1)C(C)C | -8% | -7 | 11% | -7 | i | 1% | 1.0 | -2%
CN1CCN(S(=O)(=O)CC2(C)C3CCC2(C)C(=O)C3Br)CC1 (centres undefined) | 4% | 0 | 2% | 1 | i | 0% | -2.0 | -4%
CCN(CC(=O)NCc1ccccn1)S(=O)(=O)c1ccc(Cl)cc1 | -5% | 2 | 12% | 5 | i | 1% | -2.4 | i
Cc1[nH]c2ccccc2c1C(=O)/C=C/c1ccccc1Cl | 0% | 6 | 18% | 2 | i | -2% | -0.8 | -42%
CN1CCN(C(=O)c2cc3c(c(-c4cccc(-c5cccnc5)c4)n2)[C@@H](CCO)N(C(=O)CC2CC2)C3)CC1 | 7% | -14 | 13% | ? | i | · | 0.9 | 25%
